M. tuberculosis – growth inhibition of non-replicating M. tuberculosis (AID 488890); inhibition, % at 25 µM; hits with a dose series show IC50 in µM; Mycobacterium tuberculosis non-replicating, growth inhibition; higher % means a stronger effect; actives 0.39% (n = 320,000); in the data active means a potency from the dose series; inconclusive means inhibition mostly from about 82% at the one dose, without a potency; inactive means the rest, 99 in 100 with inhibition below about 76%;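 further: plate controls were DMSO cells for no effect and high antibiotic wells for full effect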
PhoP GFP inhibition – Inhibition of PhoP regulon, Salmonella typhi GFP reporter cells, confirmation, 4 h (AID 1850) | inhibition, % at 50 µM; hits with a dose series show IC50 in µM | actives 0.33% (n = 310,000) | Salmonella Typhi PhoP-promoter GFP reporter, fluorescence, 4 h; higher % means a stronger effect; in the data active means a potency from the dose series; inconclusive means inhibition mostly from about 25% at the one dose, without a potency; inactive means the rest, 99 in 100 with inhibition below about 19%;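 further: 0% = induced wells with vehicle and 100% = uninduced wells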
H1N1 NS1A inhibition – H1N1 influenza NS1A inhibitors, functional cell based assay (AID 504329) | actives 0.3% (n = 340,000) | NS1A functional cell-based assay, percent inhibition; higher % means a stronger effect | inhibition, % at 12.5 µM, or IC50 in µM where a hit was titrated; in the data active means a potency from the dose series; inconclusive means inhibition above about 27% without an active follow-up result; further: strong numbers were not always called active
M. tuberculosis HTS – M. tuberculosis growth inhibition, HTS (AID 449762); M. tuberculosis H37Rv growth inhibition, 7H9 media; higher % means a stronger effect; inhibition, % at 25 µM; hits with a dose series show IC50 in µM; actives 0.59% (n = 330,000); in the data active means a potency from the dose series; inconclusive means inhibition above about 70% without an active follow-up result;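 further: bacterial growth assessed after seven days of incubation; strong numbers were not always called active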
inhibitors of VEEV – inhibitors of VEEV TC-83 cytopathic effect, confirmation, Vero cells (AID 588727); Vero cells, VEEV TC-83 cytopathic effect inhibition; higher % means a stronger effect; one-dose inhibition, % at 20 µM; IC50 in µM for titrated hits; actives 0.13% (n = 350,000); in the data active means a potency from the dose series; inconclusive means inhibition mostly from about 14% at the one dose, without a potency; inactive means the rest, 99 in 100 with inhibition below about 12%; further: strong numbers were not always called active
inhibitors of VEEV 10K pilot screen – second read-out of inhibitors of VEEV, no call of its own (marks repeat the call); inhibition, %; measured here: 10K pilot screen inhibition
Active calls of the source: *; i = inactive; ? = inconclusive; . = no result given. Outcome played no part in choosing rows; any-hit rate near 1.4%.

SMILES	M. tuberculosis	PhoP GFP inhibition	H1N1 NS1A inhibition	M. tuberculosis HTS	inhibitors of VEEV	others
CCS(=O)c1ccccc1C(=O)OC(C)C(=O)Nc1ccc(S(=O)(=O)N2CCCC2)cc1 (stereo not given)	4%	5%	-1%	-4%	0.8%
c1ccc2c(c1)CCc1c(-c3ccncc3)n[nH]c1-2	31%	.	-24%	-3%	11%
CC(=O)NCC12CC3CC(C1)CC(C(=O)O)(C3)C2	2%	0%	-7%	-6%	i
Cc1ccc(Cl)cc1NC(=O)C1CCCN1S(=O)(=O)c1ccc(-c2ccc(=O)[nH]n2)s1 (stereo not given)	32%	-16%	4%	1%	0.7%
CC1N(O)C2CCCCCC2N1O (stereo not given)	4%	-1%	7%	-2%	0.7%
Cn1c(=O)c2c(nc(NCc3ccco3)n2C/C=C/c2ccccc2)n(C)c1=O	11%	-4%	5%	4%	6.4%
OCCN(CC#CC(O)(c1ccccc1)c1cccc(F)c1)CCO (stereo not given)	-2%	5%	10%	4%	4.4%
COc1ccc(N2C(=O)NC(=O)/C(=C/c3cccc(OC(=O)c4cccs4)c3)C2=O)cc1Cl	?	7%	.	10%	.
CCOc1cc(/C=C2/NC(=O)N(CC(=O)Nc3cccc(C)c3)C2=O)ccc1O	-20%	5%	0%	2%	i	inhibitors of VEEV 10K pilot screen=1.0
CCCCn1c(N)c(N(CC(C)C)C(=O)C2CCN(c3ncnc4sc(C)c(C)c34)CC2)c(=O)[nH]c1=O	53%	2%	0%	54%	8.1%
O=C(NCc1ccco1)c1cc2sccc2n1Cc1ccccc1	10%	-5%	9%	5%	4.2%
O=C(Nc1ccc(F)cc1)c1ccc(-n2cncn2)c([N+](=O)[O-])c1	72%	-8%	6%	-1%	1.3%	inhibitors of VEEV 10K pilot screen=1.0
CC(C)CCNC(=O)Cc1csc(-c2ccccc2)n1	35%	5%	3%	-12%	i
Cc1ccc(S(=O)(=O)Oc2ccc3c(c2)O/C(=C\c2cccnc2)C3=O)cc1	30%	4%	5%	22%	0.1%
COc1ccc(/C=N/NC(=O)c2cccc([N+](=O)[O-])c2)cc1OS(=O)(=O)c1ccc(C)cc1	14%	16%	9%	0%	8.9%
COc1cccc(Nc2cc(C)nc3nc(C)nn23)c1	10%	7%	6%	7%	i
Cc1ccc2c(c1)c1c(n2CC(O)CN2CCCCC2C)CCCC1 (stereo not given)	16%	10%	22%	8%	i
CCNC(=S)NC1CC2CCCC(C1)N2Cc1ccc(C)cc1 (stereo not given)	3%	2%	1%	-6%	0.3%
O=C(Nc1cccnc1Cl)C1CCCN(c2ncnc3c2nc2n3CCCCC2)C1 (stereo not given)	-5%	-25%	1%	4%	3.3%
CC(=O)Nc1cccc(NC(=O)CSc2nnc(NC(=O)c3ccco3)s2)c1	6%	-3%	0%	-15%	0.1%
O=S(=O)(CS(=O)(=O)c1ccc(Cl)cc1)c1ccc(Cl)cc1	-8%	-9%	-5%	2%	i
O=C(NNc1cc(N2CCCC2)nc(N2CCCC2)n1)c1ccc([N+](=O)[O-])cc1	46%	-19%	18%	?	1.7%
CCOc1cccc2cc(C(=O)Nc3cc(C)on3)c(=O)oc12	.	-4%	6%	3%	4.2%
O=C(NCCCN1CCN(CCCNC(=O)c2ccc(F)cc2)CC1)c1ccc(F)cc1	-1%	-2%	10%	4%	0.5%	inhibitors of VEEV 10K pilot screen=0.6
O=C(CN1CCc2ccccc2C1)Nc1ccccc1C(=O)NC1CC1	18%	.	-11%	-6%	4.3%

(cont.)
SMILES	M. tuberculosis	PhoP GFP inhibition	H1N1 NS1A inhibition	M. tuberculosis HTS	inhibitors of VEEV	others
CN1C2CCC1CC(OC(=O)c1cccc(O)c1)C2 (stereo not given)	.	.	-6%	.	2.3%
Cc1ccc(NC(=O)c2ccc(S(=O)(=O)NCC3CCCO3)cc2)cc1 (stereo not given)	0%	11%	-9%	6%	0.5%
COc1ccc(Nc2cc(C(=O)NCc3ccco3)c3ccccc3n2)cc1	-14%	-12%	.	-10%	.
COc1ccc(C(=O)N/N=C(\C)c2ccccn2)cc1OC	4.9µM*	-1%	2.9µM*	?	>25µM*
Cc1ccc(CN2CCN(Cc3nc4c(s3)CCCC4)CC2CCO)cc1 (stereo not given)	18%	-19%	-4%	-4%	0.6%
CC(C)C(Cl)=NOC(=O)Nc1ccc(F)cc1	.	.	-20%	.	1.4%
COc1ccc(S(=O)(=O)N(CC(=O)N2CCN(C)CC2)C2CCCCC2)cc1OC	4%	5%	-21%	-6%	2.0%
COc1ccc(OCC(=O)N2CCN(c3nnc(-c4ccccc4)c4ccccc34)CC2)cc1	33%	-17%	20%	1%	0.6%
O=C(O)C1C2OC(C(Br)C2Br)C1C(=O)O (stereo not given)	.	.	0%	.	i
Cc1cc(C)c(C(=O)N2CCCC(CNS(=O)(=O)c3cccs3)C2)o1 (stereo not given)	-1%	-4%	-8%	-11%	2.6%
Cc1ccc(C)c(OCCCCCn2ccnc2)c1	?	1%	5%	69%	i
CCc1nc(CNC(=O)C2CCC(=O)N(CCc3cccc(F)c3)C2)no1 (stereo not given)	-3%	-7%	-13%	7%	i
COc1ccc(/C=C(/C(=O)c2ccc(Cl)cc2Cl)n2cncn2)cc1	15%	-6%	3%	5%	i
O=C(NCC(c1ccco1)N1CCCCC1)C(c1ccccc1)c1ccccc1 (stereo not given)	16%	-7%	0%	-12%	i
COc1ccccc1C(=O)NCCC(=O)Nc1ccc(S(=O)(=O)Nc2ncccn2)cc1	23%	.	-9%	-12%	7.7%
Cc1cc(C)c2[nH]c(=O)c(CN(CC3CCCO3)C(=O)C3CCCO3)cc2c1 (stereo not given)	5%	-5%	-1%	9%	1.3%
O=C(NCCn1cc(SCc2ccc(F)cc2)c2ccccc21)c1ccccc1F	10%	9%	3%	1%	5.4%
Cc1ccccc1NC(=S)N(Cc1cccnc1)Cc1ccccc1Cl	19%	-8%	-2%	-4%	0.5%
N#CCSc1nnc(Cc2cccc3ccccc23)n1C1CCCCC1	47%	-17%	-1%	1%	i
Cc1ccsc1CN(C)CC(=O)NCC(=O)Nc1ccc(F)c(F)c1F	0%	.	-8%	0%	0.7%
CCn1c(=NC(=O)c2cccc(N3C(=O)CCC3=O)c2)sc2c(C)ccc(OC)c21	10%	-1%	11%	0%	10%
COC(=O)c1ccc(CSc2nc3sc4c(c3c(=O)n2C)CCCC4)o1	41%	-13%	-3%	-5%	i
CCOC(=O)Cc1csc(NC(=O)CSc2ccc(Br)cc2)n1	?	1%	-5%	43%	3.2%
CCOC(=O)C(C)On1c(-n2nc(C)cc2C)nc2ccccc2c1=O (stereo not given)	?	-20%	-5%	?	1.7%
Cc1ccc2nccc(C(=O)N3CCCC(Nc4ccc(C)c(C)c4)C3)c2c1 (stereo not given)	23%	-18%	13%	13%	0.7%

The last three entries of the section before come first, to join the parts.
SMILES	M. tuberculosis	PhoP GFP inhibition	H1N1 NS1A inhibition	M. tuberculosis HTS	inhibitors of VEEV	others
CCOC(=O)Cc1csc(NC(=O)CSc2ccc(Br)cc2)n1	?	1%	-5%	43%	3.2%
CCOC(=O)C(C)On1c(-n2nc(C)cc2C)nc2ccccc2c1=O (stereo not given)	?	-20%	-5%	?	1.7%
Cc1ccc2nccc(C(=O)N3CCCC(Nc4ccc(C)c(C)c4)C3)c2c1 (stereo not given)	23%	-18%	13%	13%	0.7%
COc1ccc2nc(N3C(=O)/C(=C/c4ccc(Cl)cc4)NC3=S)sc2c1	.	.	2%	.	1.8%
COc1ccc(/C=N/NC(=O)c2ccc(Cl)cc2)cc1COC(C)=O	-2%	-3%	15%	-2%	1.0%
Cc1cc(C)c(C)c(S(=O)(=O)N2CCC(C(=O)NCCCN3CCOCC3)CC2)c1C	-6%	.	3%	-5%	1.2%
COc1ccccc1CNC(=O)c1ccc(OCC2CCCO2)cc1 (stereo not given)	-7%	-12%	-108%	-3%	1.7%
COC(=O)c1cc(NS(=O)(=O)c2ccc(NCc3cccnc3)c([N+](=O)[O-])c2)cc(C(=O)OC)c1	-17%	5%	11%	12%	1.2%
O=C(Nc1ccc(F)cc1)N(CCCN1CCOCC1)Cc1cc2cc3c(cc2[nH]c1=O)OCO3	0%	-2%	-4%	1%	9.6%
CC(C)(C)c1ccc(C(=O)NCC(=O)OCN2C(=O)c3ccccc3C2=O)cc1	-2%	3%	9%	-1%	i
Cc1ccnn1CCC(=O)N1CCCC(N2CCN(c3cccc(Cl)c3)CC2)C1 (stereo not given)	15%	-3%	5%	-4%	i
COc1ccc(CN(CC(=O)NCC2CCCO2)C(=O)CCC(=O)Nc2cc(C)ccn2)cc1 (stereo not given)	.	.	-6%	.	2.9%
N/C(=N\OC(=O)CCCc1ccccc1)c1ccc([N+](=O)[O-])cc1	26%	-4%	3%	-1%	3.2%
O=C(COC(=O)CNC(=O)c1cc(Cl)cc([N+](=O)[O-])c1)NC(=O)NCc1ccco1	-4%	.	2%	-2%	i
COc1ccc(C(=O)NCc2nnc(SCC(=O)N3CCc4ccccc43)n2Cc2ccccc2)cc1	-12%	-9%	-6%	-2%	1.2%
NS(=O)(=O)c1ccc(NC(=O)c2ccc(S(=O)(=O)N3CCCCCC3)cc2)cc1	8%	.	65%	2%	7.1%
O=C1CCCN1c1ccc(S(=O)(=O)Nc2cccnc2)cc1	0%	2%	-3%	-2%	1.8%
Cc1cccc(-n2c(SCC(=O)Nc3nnc(C)s3)nnc2-c2ccoc2C)c1	21%	0%	22%	-8%	0.5%
CCN(CC(=O)NCc1ccc(F)cc1)C(=O)c1ccc(C(=O)c2ccccc2)cc1	10%	-26%	-11%	-2%	0.6%

A run of entries of the results above, for reference:
SMILES	M. tuberculosis	PhoP GFP inhibition	H1N1 NS1A inhibition	M. tuberculosis HTS	inhibitors of VEEV	others
COc1ccc2nc(N3C(=O)/C(=C/c4ccc(Cl)cc4)NC3=S)sc2c1	.	.	2%	.	1.8%
COc1ccc(/C=N/NC(=O)c2ccc(Cl)cc2)cc1COC(C)=O	-2%	-3%	15%	-2%	1.0%
Cc1cc(C)c(C)c(S(=O)(=O)N2CCC(C(=O)NCCCN3CCOCC3)CC2)c1C	-6%	.	3%	-5%	1.2%

High-throughput results deposited in PubChem by Southern Research Specialized Biocontainment Screening Center.
